TNAP activation fold: human TNAP enzyme activators, primary screen, biochemical, luminescent, no phosphate acceptor, uHTS (AID 1001); Alkaline phosphatase, tissue-nonspecific isozyme (Homo sapiens); purified TNAP, luminescent activation assay, no phosphate acceptor; higher activation fold means a stronger effect; activation fold at 20 µM; hits with a dose series show EC50 in µM; 0.03% of 200,000 active; in the data active = activation fold from about 3, or a potency from the dose series; inactive = the rest, 99 in 100 with activation fold below about 1.6; also: many of its hits are not listed in these tables
PMI inhibitors: inhibitors of human PMI, primary screen, biochemical, fluorescence intensity, coupled assay (AID 1209); inhibition, % at 20 µM, or IC50 in µM where a hit was titrated; Mannose-6-phosphate isomerase (Homo sapiens); 0.42% of 190,000 active; purified PMI enzyme, coupled fluorescence intensity; higher % means a stronger effect;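 also: plate controls were DMSO vehicle for no effect and wells lacking substrate for full effect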
XIAP displacement: XIAP antagonists, biochemical, IAP family, fluorescence polarization (AID 1018); XIAP BIR domain, fluorescence polarization peptide displacement; higher % means a stronger effect; displacement, % at 20 µM, or IC50 in µM where a hit was titrated; 0.007% of 200,000 active; in the data active = displacement above about 50%; also: a part of the inactive calls stands beside numbers as strong as those of hits
Hep lipid drop: inhibitors of hepatocyte lipid droplet formation, primary screen, imaging, high-throughput imaging, BODIPY stain. AML12 mouse hepatocytes, oleate lipid droplets. inhibition, % at 6.5 µM. 0.4% of 240,000 active. AID 1656, 2009;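 active = lipid droplet intensity inhibited by at least 50%, with more than 500 cells counted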
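Material – mouse AML12 hepatocyte cell line, fixed after treatment · Compound dosing – one dose, 6.5 µM compound · Times – compound with oleate, overnight · Measured by – Image-based BODIPY and DAPI two-channel analysis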
human PMI inhibitors: human PMI inhibitors, high substrate, primary screen, biochemical, fluorescence intensity, high mannose 6-phosphate (AID 1220); recombinant PMI enzyme, coupled fluorescence intensity; higher % means a stronger effect; one-dose inhibition, % at 20 µM; IC50 in µM for titrated hits; 0.66% of 190,000 active; Mannose-6-phosphate isomerase (Homo sapiens)
SIAH1 antagonists: Siah-1 peptide-binding antagonists, primary screen, biochemical, fluorescence polarization, rhodamine-plectin, uHTS (AID 1817). Siah-1 / rhodamine-plectin peptide fluorescence polarization; higher % means a stronger effect. displacement, % at 20 µM, or IC50 in µM where a hit was titrated. 0.02% of 290,000 active;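 active = displacement of at least 50% at 20 µM, with a fluorescence ratio check between 0.3 and a set limit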;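 also: plate controls were Siah plus tracer with DMSO for no effect and tracer alone without Siah for full effect; strong numbers were not always called active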
K1F lysis inhibition: inhibition of K1F phage lysis, E. coli UTI89, bacterial capsule biogenesis inhibitors, alamar blue (AID 488966). E. coli UTI89 K1F phage lysis, alamar blue, 2 h; higher % means a stronger effect. inhibition, % at 100 µM, or IC50 in µM where a hit was titrated. 0.02% of 340,000 active;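 active = phage lysis inhibition, versus mean bacterial control, above a set limit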;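 also: capsule biogenesis inhibitors block K1F phage lysis so surviving cells raise fluorescence; higher fluorescence means more inhibition of phage lysis; actives were called in the ten point dose series up to 300 µM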
P. falciparum M1AAP: P. falciparum M1AAP inhibitors, biochemical, fluorogenic H-Leu-NHMec substrate, 1536-well (AID 1445) | Aminopeptidase N (Plasmodium falciparum (isolate 3D7)) | recombinant M1AAP, H-Leu-NHMec fluorogenic kinetic assay; higher % means a stronger effect | 0.42% of 220,000 active | inhibition, % at 30 µM, or IC50 in µM where a hit was titrated;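 active = primary inhibition above the hit cutoff, then over 50% inhibition at one or more dose response concentrations, cut at about 23% in these data, passing the limit was not always enough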;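 also: plate controls were DMSO full reaction for no effect and no enzyme background for full effect; strong numbers were not always called active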
P. falciparum M17LAP: P. falciparum M17LAP inhibitors, primary screen, biochemical, fluorogenic H-Leu-NHMec substrate, 1536-well (AID 1619); Leucine aminopeptidase (Plasmodium falciparum (isolate 3D7)); recombinant M17LAP, H-Leu-NHMec fluorogenic kinetic assay; higher % means a stronger effect; inhibition, % at 30 µM; hits with a dose series show IC50 in µM; 0.38% of 220,000 active;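 active = compound inhibiting the enzyme by more than half at any dose during confirmatory dose-response retesting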;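 also: plate controls were full reaction with DMSO carrier for no effect and no enzyme background for full effect; strong numbers were not always called active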
Hep lipid drop cells 6.5 µM: recorded beside Hep lipid drop, whose call it bears; cell count; measured here: cell count, cytotoxicity flag;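 cells counted across two imaged fields per well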
An asterisk follows results filed as active; . = not tested or not shown; [ ] = another dose, or the depositor's remark. Rule as the data show it, unless noted: active = inhibition above about 50%; inactive = the rest.

SMILES	TNAP activation fold	PMI inhibitors	XIAP displacement	Hep lipid drop	Hep lipid drop cells 6.5 µM	human PMI inhibitors	SIAH1 antagonists	K1F lysis inhibition	P. falciparum M1AAP	P. falciparum M17LAP
O=S(=O)(c1cccc(-n2cnnn2)c1)N1CCOCC1	1.1	4.2%	-2.1%	.	.	6.0%	-2.5%	0.0%	14.3%	6.2%
CN(Cc1ccccc1)C(=O)COc1ccc(-c2nnco2)cc1	1.1	-8.8%	-1.6%	14.2	701	-6.8%	-4.4%	0.2%	13.0%	16.4%
COc1ccc(CCC(=O)O)cc1OC	.	.	.	6.5	689	.	8.9%	1.1%	2.2%	-3.5%
CCCn1c(SC(C(=O)Nc2cc(C)ccc2OC)c2ccccc2)nc2ccccc2c1=O (stereo not given)	1.2	10.7%	-22.9%	-18.4	605	12.3%	2.1%	0.6%	-0.4%	-8.8%
CCCC[C@@H]1C[C@H]1[C@@H](NC(=O)c1ccccc1)c1ccccc1C(F)(F)F	1.1	7.7%	-5.3%	-49.2	721	7.4%	-2.3%	0.9%	-4.2%	2.8%
Cc1noc(C)c1C(=O)Nc1nc(-c2ccccc2Cl)cs1	0.9	16.7%	-16.8%	-1.0	699	12.6%	11.9%	1.0%[50 µM]	-0.1%	-2.9%
COc1c(S(=O)(=O)N2CCCC2)ccc(Cl)c1Cl	1	17.2%	-3.4%	-3.0	768	10.7%	-1.0%	-0.2%	11.3%	1.5%
CCOc1ccc(C(=O)OCC(=O)Nc2ccc(SC(F)F)cc2)cc1OCC	1.1	-9.9%	-1.3%	50.6*	670*	-13.0%	1.8%	0.1%	1.4%	-6.3%
COc1ccc(OCC(=O)Nc2ccc3c(c2)nc(CN2CCN(C(C)=O)CC2)n3C)cc1	.	.	.	-5.5	723	.	8.5%	0.5%	1.3%	-13.1%
CC(C)(C)c1ccccc1N=Cc1ccc2ccccc2n1	1	18.6%	-6.0%	.	.	15.7%	0.8%	0.1%	-7.4%	-6.6%
COc1ccc(CCNC(=O)c2ccc(Cl)cc2)cc1	1.1	-1.2%	-6.7%	4.3	688	-2.0%	0.1%	-0.1%	4.0%	6.6%
CC(=O)c1ccc(NC(=O)C2CC(=O)Nc3nc4ccccc4n32)cc1 (stereo not given)	.	.	.	-1.0	686	.	13.9%	-0.1%	3.1%	-1.4%
Cc1ccc(C)[n+](CC(=O)N2CCCCC2)c1	1.1	0.4%	-3.4%	-14.0	609	1.5%	-1.6%	-2.6%	0.5%	20.0%
COc1ccc(/C=C/C(=O)CCC(=O)O)cc1	1	-6.9%	-2.0%	7.4	714	-8.5%	-0.7%	-0.1%	-1.7%	10.6%
COc1ccc(OC)c(S(=O)(=O)n2nnc3ccccc32)c1	1	5.4%	-0.4%	.	.	4.5%	-3.0%	0.9%[50 µM]	6.6%	56.9%
CC1(C)Oc2ccc(C(=O)NC3CCCC3)cc2N(CC(=O)NC2CCCC2)C1=O	1.1	4.6%	-4.9%	-7.6	792	1.5%	4.7%	0.4%	-3.4%	6.3%
COC(=O)c1ccc(-n2c(C)cc(C(=O)COC(=O)CC3Sc4ccccc4NC3=O)c2C)cc1 (stereo not given)	1.1	3.1%	-6.2%	-5.3	678	-0.1%	-0.7%	0.3%	4.9%	18.1%
CCN(CC)S(=O)(=O)c1cccc(C(=O)N[C@H](C(=O)NCc2ccc(Cl)cc2)C(C)C)c1	1.1	17.1%	-15.6%	-11.7	751	14.5%	-2.3%	0.3%	2.1%	-3.9%
C/C(=N\N1CCN(Cc2ccc(Cl)cc2)CC1)c1ccc([N+](=O)[O-])cc1	.	.	.	1.4	721	.	-4.9%	-0.5%	3.9%	1.8%
Fc1cccc(Cc2noc(CN3CCSCC3)n2)c1	1.1	0.2%	0.2%	42.4	746	-6.0%	-2.8%	0.0%	-2.0%	-9.3%
COc1ccc(S(=O)(=O)N(n2c(C)nnc2-n2nc(C)cc2C)S(=O)(=O)c2ccc(OC)cc2)cc1	0.9	-21.6%	-3.5%	0.8	749	-21.3%	-0.6%	0.9%	0.2%	3.9%
CCc1[nH]c(=O)c(C#N)c2c1COC(C)(C)C2	1.1	9.5%	-5.2%	-2.4	777	9.4%	-0.2%	1.1%	2.1%	0.0%
CNC(=S)N/N=C/c1cc(Br)cc(Br)c1O	2.1	-40.7%	-7.8%	-33.9	516	-46.8%	-1.2%	-17.9%	35.1%	20.6%
COCCNC(=O)C1CCN(C(=O)c2cc3sccc3n2Cc2ccc(F)cc2)CC1	1.1	4.3%	-2.2%	-12.4	742	-0.6%	5.2%	-0.1%	0.3%	0.5%
O=[N+]([O-])c1ccc(-n2nnnc2CN2CCCCC2)cc1	1	.	-7.9%	-4.5	705	.	2.6%	-0.9%	-0.5%	20.2%
COc1cccc(Oc2c(C)oc3c(CN4CCCCC4)c(O)ccc3c2=O)c1	.	.	.	10.3	709	.	1.7%	-0.1%	13.3%	-133.3%
O=C(CN1CCCCCC1)NCCN1C(=O)S/C(=C\c2ccccc2Cl)C1=O	1.1	7.8%	-5.6%	-3.4	722	4.7%	-0.7%	-0.2%	6.7%	17.8%
Cc1ccc2[nH]c3c(c2c1)CCc1cn[nH]c1-3	0.9	69.4%*	-6.0%	2.3	731	43.4µM*	-6.5%	-7.6%	7.9%	6.7%
CC1CCN(C(=O)CSc2nc(N)cc(N)n2)CC1	1.1	11.6%	-5.4%	.	.	8.0%	1.9%	1.0%	-2.5%	1.5%
CNC(=S)NCCc1ccc(OC)cc1	1	12.7%	-17.9%	0.0	669	6.5%	1.0%	0.3%	-2.3%	-1.1%
CNC(=O)CN(c1cc(C)ccc1OC)S(=O)(=O)c1ccc(C)cc1	1.1	15.3%	1.5%	-26.9	635	8.8%	3.5%	-0.2%	2.6%	10.1%
O=C(NCc1ccccc1)NC(O)C(Cl)(Cl)Cl (stereo not given)	1.1	1.2%	-4.1%	2.4	763	0.1%	1.2%	-0.7%	2.3%	7.2%
CCCC/C(O)=N\S(=O)(=O)c1ccc(N=NN(C)C)cc1	1.1	-0.5%	-4.2%	-10.3	773	3.2%	-3.9%	3.7%	0.4%	4.2%
CC(C)C(C)NC(=O)COc1ccc(OCc2ccccc2)cc1 (stereo not given)	1.1	-3.0%	-5.1%	-9.6	673	-5.0%	5.7%	0.3%	2.1%	5.2%
CCOC(=O)N1CCN(Cc2nc(Cc3cccc(C(F)(F)F)c3)no2)CC1	1.1	9.0%	-2.2%	-2.3	751	6.8%	-5.0%	0.1%	3.1%	-2.2%
CC(=O)c1ccc(NC(=S)NC(C)c2ccc(Cl)cc2Cl)cc1 (stereo not given)	1	14.5%	-5.4%	-22.7	667	12.4%	0.5%	1.7%	2.0%	15.5%
O=c1cc(-c2ccc([N+](=O)[O-])cc2)nc2cc(-c3ccc(Cl)cc3)[nH]n12	0.5	-8.1%	28.8%	3.7	679	-10.8%	16.7%	.	-6.8%	3.2%
CCS(=O)(=O)c1nc2ccccc2n1Cc1ccccn1	1	-5.0%	-3.6%	12.6	690	-5.4%	-0.5%	0.4%	1.9%	-0.7%
CC(C)Sc1nc2ccc(N3C(=O)C4CCCCC4C3=O)cc2s1 (stereo not given)	1.1	13.1%	-5.1%	2.2	565	6.2%	-0.9%	-2.3%	13.6%	-5.1%
N#C/C(=C\c1cccs1)C(=O)NCc1ccco1	1.1	12.5%	-8.1%	-2.3	704	5.9%	-0.1%	2.2%[50 µM]	7.5%	3.3%
COc1ccc(Cc2noc(CN(C)C3CC(C)(C)NC(C)(C)C3)n2)cc1OC	1.1	-6.4%	-4.8%	3.0	739	-7.3%	-3.8%	0.1%	1.5%	1.0%
CCN(CC)c1ccc(C2NCC(c3ccc([N+](=O)[O-])cc3)O2)cc1 (stereo not given)	1.1	-6.9%	-0.6%	-2.4	794	-3.8%	-3.7%	0.1%	6.3%	17.8%
CCc1cccc(C)c1NC(=O)c1cccc(N(C)C)c1	1	28.9%	-6.1%	.	.	28.0%	-1.5%	-1.0%	5.2%	10.0%
CN(C)C=Nc1ccc(Cl)c(Cl)c1	.	.	.	11.4	856	.	-0.9%	0.5%	-4.1%	-3.5%
COc1c(C)cc(C(=O)C2CCCN(S(=O)(=O)c3c(C)noc3C)C2)cc1C (stereo not given)	0.9	-5.1%	-11.0%	-8.0	715	-4.7%	-4.1%	-1.1%	-6.8%	6.4%
CCOC(=O)N1CCC(NC(=O)C(Cc2ccccc2)NC(=O)C2CCCCC2)CC1 (stereo not given)	1.1	-1.0%	-6.6%	.	.	-3.0%	-3.7%	0.1%	-1.0%	0.3%
O=C(COC(=O)CNS(=O)(=O)c1c(Cl)cccc1Cl)Nc1cccnc1Cl	1	2.8%	-4.6%	6.3	646	14.6%	0.2%	3.9%	1.1%	-3.6%
CC(=O)c1c(C)[nH]c(C(=O)NCc2ccc(C)cc2)c1C	1	8.2%	-5.8%	-1.1	780	9.3%	-2.3%	1.7%	7.2%	2.8%
CCc1n[nH]c2c1/C(=N/O)CCC2	1.1	12.2%	-0.4%	11.9	653	11.1%	10.5%	1.0%	0.0%	5.7%
S=C(Nc1ccccc1)N1CCC(C2CCN(C(=S)Nc3ccccc3)CC2)CC1	.	.	.	1.2	650	.	-3.7%	.	1.1%	-15.7%
O=C(CN1C(=O)NC2(CCCC2)C1=O)Nc1ccccc1-c1ccccc1	.	.	.	-0.2	641	.	5.9%	0.0%	-2.0%	-16.1%
CCCCn1cnc2c(cnn2-c2ccc(F)cc2)c1=O	1	1.9%	-4.3%	.	.	5.9%	-2.9%	1.3%	10.0%	2.6%

Sorted by molar mass (lowest first): four of the compounds above.
SMILES	TNAP activation fold	PMI inhibitors	XIAP displacement	Hep lipid drop	Hep lipid drop cells 6.5 µM	human PMI inhibitors	SIAH1 antagonists	K1F lysis inhibition	P. falciparum M1AAP	P. falciparum M17LAP
CN(C)C=Nc1ccc(Cl)c(Cl)c1	.	.	.	11.4	856	.	-0.9%	0.5%	-4.1%	-3.5%
CCCCn1cnc2c(cnn2-c2ccc(F)cc2)c1=O	1	1.9%	-4.3%	.	.	5.9%	-2.9%	1.3%	10.0%	2.6%
CCN(CC)c1ccc(C2NCC(c3ccc([N+](=O)[O-])cc3)O2)cc1 (stereo not given)	1.1	-6.9%	-0.6%	-2.4	794	-3.8%	-3.7%	0.1%	6.3%	17.8%
CCOC(=O)N1CCC(NC(=O)C(Cc2ccccc2)NC(=O)C2CCCCC2)CC1 (stereo not given)	1.1	-1.0%	-6.6%	.	.	-3.0%	-3.7%	0.1%	-1.0%	0.3%

High-throughput results: PubChem, several laboratories
